# Bioassay records from PubChem BioAssay.
# OXTR potentiator: potentiates the human oxytocin receptor response; P30559; CHO-OTR cells, Fluo-8 calcium fluorescence, potentiator mode; 0% = oxytocin EC15, 100% = EC100; activation, % at 3 µM; hit rate 0.061% among 320,000; AID 2445;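 active means activation above that plate's cutoff, the mean activation of tested compounds plus 3 SD, cut at about 6.6% in these data, passing the limit was not always enough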;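 further: 100% uses oxytocin at 75 nM as the full agonist control; some results filed as inactive read as strong as hits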
#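 Assay system: CHO cell line stably expressing human OTR. Reagent: EC15 oxytocin agonist. Dosing: single dose, 3.0 µM nominal final compound concentration. Timing: compound 6 min at room temperature before oxytocin, 100 s read. Signal: kinetic Fluo-8 calcium fluorescence. Controls: oxytocin EC15 low and EC100 high.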
# CHRM1 antagonist: antagonists of human M1 muscarinic receptor | P11229 | CHO-K1 hM1, Fluo-8 calcium fluorescence, ACh EC80 antagonist | inhibition, % at 3 µM | hit rate 1.3% among 360,000;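 active means percent inhibition above its own plate's cutoff, namely the mean of that plate's compound wells plus 3 SD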;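 further: peak over basal fluorescence ratio during 140 s after agonist addition; 0% = ACh EC80 plus DMSO and 100% = DMSO alone without agonist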
# Target sequence (P11229 whole entry, looked up): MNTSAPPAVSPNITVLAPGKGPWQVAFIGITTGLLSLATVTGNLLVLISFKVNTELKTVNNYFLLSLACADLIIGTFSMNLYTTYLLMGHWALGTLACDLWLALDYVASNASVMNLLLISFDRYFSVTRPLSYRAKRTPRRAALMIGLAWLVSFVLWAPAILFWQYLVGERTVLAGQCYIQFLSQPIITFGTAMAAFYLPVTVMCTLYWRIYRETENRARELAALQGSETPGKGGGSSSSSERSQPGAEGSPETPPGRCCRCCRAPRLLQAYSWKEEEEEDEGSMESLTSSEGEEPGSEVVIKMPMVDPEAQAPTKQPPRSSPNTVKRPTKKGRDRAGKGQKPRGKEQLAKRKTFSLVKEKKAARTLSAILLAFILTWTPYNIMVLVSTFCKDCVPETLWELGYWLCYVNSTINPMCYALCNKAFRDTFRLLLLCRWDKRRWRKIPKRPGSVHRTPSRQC
# M4 antag: CHRM4 antagonism in calcium assay; P08173; CHO-hM4 cells, ACh EC80, Fluo-8 calcium fluorescence; inhibition, % at 3 µM; hit rate 0.73% among 360,000;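 active means inhibition above its plate's cutoff, the mean inhibition of sample wells plus 3 SD, cut at about 27% in these data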;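 further: 0% = acetylcholine EC80 with DMSO and 100% = DMSO without agonist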
# Target sequence (P08173 whole entry, looked up): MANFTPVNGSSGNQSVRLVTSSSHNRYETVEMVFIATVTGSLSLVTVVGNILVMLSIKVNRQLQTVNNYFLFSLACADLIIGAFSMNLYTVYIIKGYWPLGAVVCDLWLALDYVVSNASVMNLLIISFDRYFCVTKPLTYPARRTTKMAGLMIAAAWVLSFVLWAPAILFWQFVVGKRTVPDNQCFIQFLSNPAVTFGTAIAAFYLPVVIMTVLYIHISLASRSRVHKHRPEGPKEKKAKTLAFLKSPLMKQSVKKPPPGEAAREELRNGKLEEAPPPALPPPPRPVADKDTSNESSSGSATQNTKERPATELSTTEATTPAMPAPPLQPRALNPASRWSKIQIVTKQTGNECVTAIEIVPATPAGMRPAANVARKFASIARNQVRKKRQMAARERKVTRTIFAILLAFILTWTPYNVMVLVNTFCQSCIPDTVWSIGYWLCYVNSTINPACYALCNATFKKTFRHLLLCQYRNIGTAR
# M4 ag: CHRM4 agonism in calcium assay; P08173; CHO-K1 hM4/Gqi5, Fluo-8 calcium fluorescence; vehicle 0%, full acetylcholine response 100%; activation, % at 3 µM; hit rate 0.14% among 360,000; AID 624127;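 active means activation above the run mean over all test wells plus 3 SD, cut at about 32% in these data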;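 further: peak over basal fluorescence ratio per well then scaled between controls; 0% = DMSO wells and 100% = acetylcholine at EC100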
# M1 ag: activates human CHRM1 receptor | CHO-K1 hM1, Fluo-8 calcium fluorescence, agonist mode; 0% DMSO, 100% acetylcholine EC100 | AID 588814 | hit rate 0.33% among 360,000 | activation, % at 3 µM | P11229;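 active means activation above the run's mean compound activation plus 3 SD, cut at about 16% in these data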;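 further: peak over basal fluorescence ratio within a 140 s kinetic read after compound addition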
# CHO parental Ca: signal in parental CHO cells, OX1R antagonist counter-screen; parental CHO-K1, ATP-induced calcium, Fluo-8 fluorescence; inhibition, % at 5.6 µM; hit rate 0.63% among 330,000;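 active means inhibition above that plate's mean sample inhibition plus 3 SD, cut at about 26% in these data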;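 further: 0% = ATP-challenged DMSO wells and 100% = DMSO wells without ATP; some compounds past the cut are filed as inactive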
#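 Assay system – parental CHO cells · Reagent – ATP stimulus · Detection – intracellular calcium via Fluo-8 no-wash fluorescent dye · Evaluation – percent inhibition of ATP-evoked calcium rise, normalized to controls · Controls – ATP wells versus no-ATP DMSO wells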
# M1 ag parental: counter-screen for M1 agonists: effect in parental CHO-K1 cells; Fluo-8 calcium fluorescence; scaled to maximal ATP response, vehicle zero; activation, % at 3 µM; hit rate 0.48% among 360,000; in the data active means activation above about 15%;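 further: untransfected CHO-K1 host cells lacking M1 receptor as counterscreen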
# CHRM1 PAM: positive allosteric modulators of human M1 muscarinic receptor. CHO-K1 hM1, Fluo-8 calcium fluorescence, ACh EC20; 0% = ACh EC20, 100% = maximal ACh. AID 588819. activation, % at 3 µM. P11229. hit rate 0.088% among 360,000; in the data active means activation above about 19%, passing the limit was not always enough
# CHO-K1 Ca antag: nonselective inhibitor or artifact in parental CHO-K1 cells | hit rate 0.6% among 360,000 | inhibition, % at 3 µM | ATP-induced calcium, Fluo-8 fluorescence;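 active means inhibition above a per-plate cutoff, the plate's mean sample inhibition plus 3 SD, cut at about 24% in these data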;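 further: 0% = DMSO plus EC80 ATP and 100% = DMSO alone without ATP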
# An asterisk follows results filed as active; / = not tested or not shown.
# Letters: A = OXTR potentiator; B = CHRM1 antagonist; C = M4 antag; D = M4 ag; E = M1 ag; F = CHO parental Ca; G = M1 ag parental; H = CHRM1 PAM; I = CHO-K1 Ca antag
COc1cc2nc(CN(C)Cc3ccc(C(C)(C)C)cc3)[nH]c(=O)c2cc1OC
  A = -6 | B = -1 | C = -2 | D = 2 | E = -15 | F = -19 | G = -0.1 | H = -5 | I = 1

Cc1cc(=O)oc2cc(OCC3CC(c4ccc(Br)cc4)=NO3)ccc12 (stereo unspecified)
  A = -3 | B = -15 | C = -4 | D = 1 | E = -4 | F = -11 | G = 0.2 | H = 11 | I = -12

CCOC(=O)Cc1csc(NC(=O)Cc2cccs2)n1
  A = -3 | B = 10 | C = 12 | D = 0 | E = -4 | F = -5 | G = 0.2 | H = -1 | I = 16

Cc1ccc(S(=O)(=O)Nc2cccc(C(=O)NCC(c3ccco3)N3CCCC3)c2)cc1F (stereo unspecified)
  A = -6 | B = 3 | C = -10 | D = 1 | E = -7 | F = -35 | G = 1.7 | H = -8 | I = -12

COc1ccc2[nH]c(C)c(CCNC(=S)Nc3cc(C)ccc3C)c2c1
  A = -9 | B = -6 | C = -3 | D = 9 | E = -5 | F = -7 | G = 3.3 | H = -3 | I = 3

COc1cc(CN(C(=S)NCC(=O)O)C2CCCC2)cc(OC)c1OC
  A = -10 | B = -14 | C = 7 | D = 2 | E = -4 | F = 1 | G = 0.3 | H = 12 | I = -15

COc1ccc(CNC(=O)Cn2cnc3c(NCc4ccccc4)ncnc32)cc1
  A = / | B = -9 | C = 4 | D = 1 | E = 2 | F = -13 | G = 0.5 | H = 2 | I = 7

CCOC(=O)C(Cc1c(F)cccc1Cl)c1ccnc2nc(N)nn12 (stereo unspecified)
  A = -5 | B = -3 | C = -1 | D = 1 | E = -1 | F = -3 | G = 6.7 | H = 6 | I = -17

Cc1cccc(OC(=O)NCCOC(=O)N(O)c2ccc(Cl)cc2)c1
  A = 1 | B = 21 | C = 10 | D = 12 | E = 4 | F = -17 | G = 8.0 | H = -8 | I = 24*

CC[C@@H](C)[C@H](CN[C@H](CNC)C(C)C)NC[C@@H](C)c1ccc(CC(C)C)cc1
  A = -10 | B = 14 | C = 8 | D = 2 | E = -9 | F = -3 | G = 3.7 | H = -5 | I = -2

CCCC(=O)Nc1ccc(Cl)c(NC(=O)C(C)(C)C)c1
  A = -5 | B = -6 | C = -3 | D = 1 | E = -6 | F = -1 | G = 0.3 | H = 7 | I = -17

COC(c1ccccc1)(c1ccccc1)C(Oc1nccc(C)n1)C(=O)O (stereo unspecified)
  A = -8 | B = -19 | C = -3 | D = 0 | E = -1 | F = -9 | G = 0.3 | H = 10 | I = -5

CC(=O)Nc1ccc(S(=O)(=O)N2CCC(C(N)=O)(N3CCCCC3)CC2)cc1
  A = -7 | B = -12 | C = -16 | D = 1 | E = 6 | F = 2 | G = -0.3 | H = 19 | I = 2

CC(C)(C)c1nnc(NC(=O)c2cc(-c3ccccc3)nc3ccccc23)s1
  A = -10 | B = -14 | C = 7 | D = 0 | E = -1 | F = -31 | G = -0.3 | H = -4 | I = -2

COc1ccc(-c2noc(CCCC(=O)N3CCN(c4cc(C)ccc4C)CC3)n2)cc1
  A = / | B = 1 | C = 2 | D = 8 | E = 0 | F = 13 | G = 3.4 | H = -8 | I = -10

CSc1ccc(NC(=O)Nc2cccn(Cc3ccccc3F)c2=O)cc1
  A = -6 | B = -2 | C = -13 | D = 4 | E = -11 | F = 4 | G = 3.6 | H = 5 | I = -10

Cc1cc(=O)oc2cc(OCC(=O)N3CCN(c4ccccc4)CC3)c(Cl)cc12
  A = 0 | B = 3 | C = -12 | D = 1 | E = -2 | F = -14 | G = 1.0 | H = 2 | I = -8

O=C(COc1ccccc1)NC(=S)Nc1cccc(NC(=O)c2ccccc2Cl)c1
  A = -5 | B = 2 | C = -11 | D = 1 | E = -5 | F = -11 | G = 2.1 | H = -2 | I = 5

CCO[C@H]1OC(C(=O)NC2CC2)=C[C@@H](C2CC2)[C@@H]1CCCO
  A = -7 | B = -14 | C = -7 | D = 0 | E = -2 | F = -7 | G = 0.3 | H = 11 | I = -4

COc1ccc(CNC(=O)C2Cc3cc(S(=O)(=O)N4CCCC4)ccc3N2C(C)=O)c(OC)c1 (stereo unspecified)
  A = -1 | B = -3 | C = 11 | D = 1 | E = -4 | F = -10 | G = 0.2 | H = 0 | I = -11

C=CCn1nc2n(c1=O)-c1ccccc1SC2
  A = 8 | B = -18 | C = -4 | D = 0 | E = -8 | F = -6 | G = 0.4 | H = 14 | I = -20

C/C=C(\C)C(=O)NCCN1C2=NC[C@H](Cc3ccccc3)N2C[C@@H]1Cc1ccc(OC)cc1
  A = -10 | B = -2 | C = 4 | D = 1 | E = -10 | F = -13 | G = 0.9 | H = -5 | I = -14

N#Cc1ccc(S(=O)(=O)NCC(=O)OCC(=O)NCCc2ccccc2)cc1
  A = -2 | B = 4 | C = -1 | D = 1 | E = -2 | F = -6 | G = 0.5 | H = -1 | I = -5

Cc1nnc(SCC(=O)N(C(C)C)C(C)C)[nH]c1=O
  A = 2 | B = -7 | C = -3 | D = 1 | E = 0 | F = 7 | G = -0.4 | H = 11 | I = 4

O=C1CCc2cc(NS(=O)(=O)c3ccccc3)cc3c2N1CCC3
  A = -1 | B = -14 | C = 1 | D = 3 | E = 1 | F = -16 | G = 0.7 | H = 14 | I = -6

O=C(N/N=C/C(Br)=C/c1ccccc1)c1cccnc1
  A = -3 | B = -16 | C = 0 | D = 2 | E = 0 | F = 0 | G = 0.2 | H = 9 | I = -9

COc1ccc(N2CCC(CNC(=S)Nc3ccc(C)cc3C)C2)cc1 (stereo unspecified)
  A = -3 | B = -14 | C = -3 | D = 3 | E = -5 | F = -28 | G = 1.4 | H = -3 | I = 2

O=C(CSCc1c(Cl)cccc1Cl)Nc1ccc2c(c1)OCCO2
  A = -8 | B = -8 | C = 0 | D = 7 | E = -5 | F = -22 | G = 2.8 | H = 0 | I = 19

O=C(COC(=O)/C=C/c1cccc(Cl)c1Cl)Nc1ccc2[nH]c(=O)[nH]c2c1
  A = 5 | B = -7 | C = -13 | D = 2 | E = 3 | F = -3 | G = 1.0 | H = 6 | I = -29

Cc1cccc(NC(=O)CN2CCN(C(=O)c3ccc(OCc4cn5ccccc5n4)cc3)CC2)c1C
  A = -3 | B = 14 | C = 13 | D = 3 | E = -2 | F = -10 | G = 4.0 | H = -9 | I = -1

# Some of these compounds in order of the M4 ag value, ascending.
Molecule,M4 ag
CC(C)(C)c1nnc(NC(=O)c2cc(-c3ccccc3)nc3ccccc23)s1,0
O=C(N/N=C/C(Br)=C/c1ccccc1)c1cccnc1,2
CSc1ccc(NC(=O)Nc2cccn(Cc3ccccc3F)c2=O)cc1,4

# Only CHRM1 antagonist and M1 ag (4 entries from above):
SMILES	CHRM1 antagonist	M1 ag
CC(C)(C)c1nnc(NC(=O)c2cc(-c3ccccc3)nc3ccccc23)s1	-14	-1
Cc1nnc(SCC(=O)N(C(C)C)C(C)C)[nH]c1=O	-7	0
COc1cc(CN(C(=S)NCC(=O)O)C2CCCC2)cc(OC)c1OC	-14	-4
O=C(N/N=C/C(Br)=C/c1ccccc1)c1cccnc1	-16	0

# The main list resumes, repeating the 4 entries before the break.
# Letters: A = OXTR potentiator; B = CHRM1 antagonist; C = M4 antag; D = M4 ag; E = M1 ag; F = CHO parental Ca; G = M1 ag parental; H = CHRM1 PAM; I = CHO-K1 Ca antag
COc1ccc(N2CCC(CNC(=S)Nc3ccc(C)cc3C)C2)cc1 (stereo unspecified)
  A = -3 | B = -14 | C = -3 | D = 3 | E = -5 | F = -28 | G = 1.4 | H = -3 | I = 2

O=C(CSCc1c(Cl)cccc1Cl)Nc1ccc2c(c1)OCCO2
  A = -8 | B = -8 | C = 0 | D = 7 | E = -5 | F = -22 | G = 2.8 | H = 0 | I = 19

O=C(COC(=O)/C=C/c1cccc(Cl)c1Cl)Nc1ccc2[nH]c(=O)[nH]c2c1
  A = 5 | B = -7 | C = -13 | D = 2 | E = 3 | F = -3 | G = 1.0 | H = 6 | I = -29

Cc1cccc(NC(=O)CN2CCN(C(=O)c3ccc(OCc4cn5ccccc5n4)cc3)CC2)c1C
  A = -3 | B = 14 | C = 13 | D = 3 | E = -2 | F = -10 | G = 4.0 | H = -9 | I = -1

O=C(O)CN=C(NS(=O)(=O)c1ccc(Cl)cc1)c1ccccc1
  A = -17 | B = -11 | C = 3 | D = 0 | E = 0 | F = -6 | G = 0.0 | H = 8 | I = -12

Cc1cc(NC(=O)CSCC(=O)N2CCN(c3cccc(C)c3C)CC2)no1
  A = -3 | B = -9 | C = -9 | D = 3 | E = -5 | F = -39 | G = 1.8 | H = 10 | I = -20

O=Nc1c(-c2cccc([N+](=O)[O-])c2)nc2ncccn12
  A = -6 | B = -10 | C = -2 | D = 0 | E = -1 | F = -13 | G = 1.5 | H = 7 | I = -19

CCN1C(=O)[C@@H]2[C@@H](c3ccc(-c4ccc(F)cc4)cc3)N3CCCC[C@@]3(C(=O)OC)[C@@H]2C1=O
  A = -9 | B = -7 | C = -11 | D = 1 | E = -2 | F = -28 | G = -0.5 | H = 4 | I = -19

O=C(NC(=S)Nc1ccc(Cl)c(C(=O)O)c1)c1cncc(Br)c1
  A = -9 | B = -9 | C = -4 | D = 1 | E = -4 | F = 6 | G = 0.5 | H = 8 | I = -3

COc1ccccc1-c1noc(CCCC(=O)Nc2ccc(C(N)=O)cc2)n1
  A = -5 | B = -10 | C = 6 | D = 1 | E = -3 | F = 3 | G = 0.9 | H = 6 | I = -14
